Mito fusion yeast: inhibitors of mitochondrial division or activators of mitochondrial fusion | S. cerevisiae fusion-defective mutant growth rescue, CellTiterGlo 48 h | actives 0.23% (n = 320,000) | Potency, µM (top dose mostly 46.1 µM), without a hit: at the highest dose growth rescue (activation), hits mostly activators;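 note: potency is the fitted concentration of half-maximal effect; % of control where 0% means no effect; nearly all actives have a fitted effect of over 45% in size; temperature-sensitive fusion mutants such as fzo1-1 at 37 °C on non-fermentable ethanol glycerol medium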
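Read-out: ATP-based luminescence (CellTiterGlo, 10 min ambient) reporting growth of fusion-defective ts yeast after 48 hours at 37C on glycerol/ethanol YPEG medium in the presence of compound.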
S-ASM inh: inhibitors of human secretory acid sphingomyelinase; P17405; placental ASM, HMU-PC fluorogenic substrate, 60 min; Potency, µM (top dose mostly 57.5 µM), inactives show at the top dose activity change, negative = inhibition, usual class: inhibitors; actives 0.006% (n = 340,000); AID 504937; note: potency is the fitted concentration of half-maximal effect
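HMU-PC0 cleavage (9 uM final) by human placental ASM, 60 min at 37 °C following 10 min compound exposure at RT; stopped at pH 10, fluorescence Ex 386/Em 447 nm.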
a7 integrin act: activators of alpha7 integrin expression for muscular dystrophy. Potency, µM (top dose mostly 38.3 µM), inactives show at the top dose activation, usual class: activators. actives 0.064% (n = 350,000). alpha7betagal myoblasts, beta-gal FDG fluorescence, 48 h;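 note: potency is the fitted concentration of half-maximal effect; 100% = response of the positive control SU9516; nearly all actives have a fitted effect of over 60% in size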
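alpha7betagal+/- myoblasts (passage 13, 250/well) treated 48 h at 37C with compounds at 1:260 dilution of DMSO stock. Lysed, then beta-galactosidase activity read as FDG fluorescence (ex 480/em 540) after 30 min, with pre-read for autofluorescence.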
CXXC DNA block: MLL CXXC-DNA interaction inhibition; AID 2662; actives 0.037% (n = 290,000); Potency, µM (top dose mostly 115 µM), for the others: at the top dose activity change, negative = inhibition, usual class: inhibitors; MLL-CXXC / FITC-HOXA9 DNA fluorescence polarization; Q03164; active = well fitted inhibition curve with a large enough effect in the polarisation, with a control signal flat, not every such curve was filed as active; inconclusive = small, poorly fitted or top-dose-only effect, or effect the other way, or a change in a side signal; inactive = no such curve, though single readings can be large or run the other way; the % refers to the polarisation; note: potency is the fitted concentration of half-maximal effect
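Steps: dispense CXXC domain solution (7 uM) → pin compounds or unlabeled HOX-A9 DNA control → 5 min ambient → add FLSN-HOX-A9 solution (50 nM) → spin → 30 min ambient → fluorescence polarization. Tris pH 7.5/NaCl/DTT/BSA buffer.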
TCR activator: activates T cell receptor signaling. AID 504894. Potency, µM (doses to about 9.22 µM), inactives show top-dose activation of IL-2 secretion, usual class: activators. 330,000 tested, under 10 active. primary human leukocytes, anti-CD3, IL-2 HTRF, 48 h; note: % of control where 0% means no effect
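Compounds are tested in HTS on primary human leukocytes co-incubated with a-CD3 beads for 48 hr. IL-2 output is measured by time-resolved FRET.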
Menin MLL FP TR: menin-MLL binding inhibition, Texas Red mutant peptide; AID 1768; Menin + Texas Red MLL mutant peptide, fluorescence polarization; actives 0.23% (n = 270,000); Potency, µM (doses to about 61.6 µM), without a hit: at the highest dose FP activity change, negative = inhibition, usual class: inhibitors; O00255; active = well fitted inhibition curve with a large enough effect in the polarisation, with a control signal flat, not every such curve was filed as active; inconclusive = small, poorly fitted or top-dose-only effect, or effect the other way, or a change in a side signal; inactive = no such curve, though single readings can be large or run the other way; the % refers to the polarisation; note: potency is the fitted concentration of half-maximal effect; % of control where 0% means no effect; many of its hits are not listed in these tables
Target sequence (O00255 whole entry, looked up): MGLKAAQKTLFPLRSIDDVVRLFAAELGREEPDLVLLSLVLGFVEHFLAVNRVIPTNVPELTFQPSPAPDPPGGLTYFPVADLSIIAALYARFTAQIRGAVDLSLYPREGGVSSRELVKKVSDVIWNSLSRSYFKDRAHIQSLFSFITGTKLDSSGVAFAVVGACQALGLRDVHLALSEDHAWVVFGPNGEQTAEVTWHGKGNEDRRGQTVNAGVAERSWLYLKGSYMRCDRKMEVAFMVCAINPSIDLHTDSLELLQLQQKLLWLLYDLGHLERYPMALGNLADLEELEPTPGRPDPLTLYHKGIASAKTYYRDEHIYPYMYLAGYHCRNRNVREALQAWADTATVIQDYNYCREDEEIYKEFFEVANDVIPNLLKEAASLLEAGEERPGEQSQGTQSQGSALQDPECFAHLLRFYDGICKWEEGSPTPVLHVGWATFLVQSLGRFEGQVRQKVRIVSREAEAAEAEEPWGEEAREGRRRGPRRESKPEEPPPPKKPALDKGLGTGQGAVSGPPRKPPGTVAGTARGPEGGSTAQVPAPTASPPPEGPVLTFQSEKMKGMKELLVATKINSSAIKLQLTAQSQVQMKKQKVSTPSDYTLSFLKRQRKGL
TSG101-PTAP inh: blocks PTAP/TSG101 interaction to inhibit HIV-1 budding; 340,000 tested, under 10 active; Potency, µM (doses to about 115 µM), inactives show at the top dose activity change, negative = inhibition, most hits filed as inhibitors; Fluorescence polarization, FITC-PTAP peptide / Tsg101 binding; active = well fitted inhibition curve with a large enough effect in the main read-out, with a control signal flat, not every such curve was filed as active; inconclusive = small, poorly fitted or top-dose-only effect, or effect the other way, or a change in a side signal; inactive = no such curve, though single readings can be large or run the other way; note: potency is the fitted concentration of half-maximal effect; % of control where 0% means no effect
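FP read-out: FITC-PTAP peptide, 50 nM final, binding Tsg101 binding domain, 10 uM final; 20 min, r.t.; 10 mM HEPES pH 7.5, 0.15 M NaCl, 0.01% Tween 20, 3 mM EDTA, 0.1 mM TCEP.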
MBNL1 CUG block: inhibitors of human MBNL1 binding to CUG repeat RNA | Q9NR56 | AID 2675 | TR-FRET MBNL1-His/biotin-(CUG)12 binding, 665/545 ratio | Potency, µM (top dose mostly 57.5 µM), for the others: at the highest dose activity change, negative = inhibition, most hits filed as inhibitors | actives 0.036% (n = 280,000); active = well fitted inhibition curve with a large enough effect in the signal ratio, with a control signal flat, not every such curve was filed as active; inconclusive = small, poorly fitted or top-dose-only effect, or effect the other way, or a change in a side signal; inactive = no such curve, though single readings can be large or run the other way; the % refers to the signal ratio; note: potency is the fitted concentration of half-maximal effect; % is set by controls: 0 for no effect and ±100 for the full control effect
Target sequence (Q9NR56 whole entry, looked up): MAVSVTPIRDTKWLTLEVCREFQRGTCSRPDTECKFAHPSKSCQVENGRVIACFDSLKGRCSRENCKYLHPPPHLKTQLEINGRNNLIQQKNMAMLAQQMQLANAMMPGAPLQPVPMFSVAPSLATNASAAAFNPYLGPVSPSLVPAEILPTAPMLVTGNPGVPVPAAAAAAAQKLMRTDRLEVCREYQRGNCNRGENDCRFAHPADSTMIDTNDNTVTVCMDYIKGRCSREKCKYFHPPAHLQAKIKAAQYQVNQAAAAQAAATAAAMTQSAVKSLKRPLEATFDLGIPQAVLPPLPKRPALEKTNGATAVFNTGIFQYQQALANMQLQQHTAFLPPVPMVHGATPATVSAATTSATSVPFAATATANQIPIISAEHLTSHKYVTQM
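Compound titration spanned 92 nM–58 uM against the MBNL1-His/biotin-(CUG)12 complex. After 60 min at room temperature with 5 nM streptavidin-XL665 and 0.055 ng/ul terbium anti-His, ratiometric 665/545 nm emission (Ex 340 nm) normalized to controls.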
TSHR antag: blocks TSH signaling through the human TSH receptor | P16473 | TSHR-expressing cells, TSH-stimulated cAMP HTRF, 2 h; stronger effect = lower value | activity change, negative = inhibition, % at 11.5 µM | actives 0.2% (n = 330,000) | AID 504810;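 active = activity change below a set negative limit, meaning inhibition stronger than a set level, cut at about -70% in these data; inconclusive = activity change between two set negative limits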; note: % is set by controls: 0 for no effect and ±100 for the full control effect
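Competitive HTRF cAMP read-out (cryptate anti-cAMP antibody, cAMP-d2; 30 min, room temperature) in freshly harvested TSHR cells. Compounds added before TSH at EC80 (4nM final), followed by 2 hours' incubation at 37 deg C.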
A-T KAP1 phos: potential ataxia-telangiectasia treatment | […] A-T fibroblasts, KAP-1 phosphorylation AlphaLISA; neocarzinostatin DNA damage 30 min before lysis | Potency, µM (titrated, usually from 57.5 µM), inactives show at the top dose activation, most hits filed as activators | actives 0.19% (n = 320,000) | AID 485349; note: potency is the fitted concentration of half-maximal effect; % of control where 0% means no effect; nearly all actives have a fitted effect of over 45% in size
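hTERT-immortalized A-T patient fibroblasts ([…]), 500 cells/well in OPTI-MEM, 1% FBS, got compounds for 60 min, then NCS for 30 min at 37C. Lysates were then assayed for phospho-KAP-1 by AlphaLISA (anti-pKAP1 donor, anti-KAP1 acceptor beads), 6 hr at 25C.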
An asterisk follows results filed as active; ? = inconclusive; / = not tested or not shown; [ ] = dose if it differs, or a comment. Unless noted, calls come from the whole dose curve; as a rule, active = well fitted curve in the direction sought with a large enough effect; inconclusive = small, poorly fitted or top-dose-only effect, or another doubt; inactive = no such curve, though single readings can be large; an effect the other way counts as inactive or inconclusive. A portion of the library; rates above refer to the full screens.

SMILES	Mito fusion yeast	S-ASM inh	a7 integrin act	CXXC DNA block	TCR activator	Menin MLL FP TR	TSG101-PTAP inh	MBNL1 CUG block	TSHR antag	A-T KAP1 phos
O=c1c2ccccc2nc2n1CCC2O (stereo not drawn)	-3%	-3%	1%	28%	-8%	2%	-3%	-13%	-1	-9%
CC(C)(C)OC(=O)NCCc1nnc(SCc2ccc(Cl)cc2)o1	7%	0%	-1%	3%	-7%	-6%	-7%	0%	-11	1%
O=C(NC1CCc2ccccc21)c1cc(COc2ccc(F)cc2F)on1 (stereo not drawn)	0%	0%	-30%	-8%	7%	-3%	-2%	-7%	-12	4%
Cc1cc(C)c(NC(=O)CCN2C(=O)c3ccccc3S2(=O)=O)c(C)c1	19%	4%	-8%	/	3%	/	-7%	/	-5	-13%
CC(Oc1cccc(Cl)c1)C(=O)Nc1ccc(N2CCOCC2)cc1N1CCOCC1 (stereo not drawn)	24%	-2%	-12%	/	8%	/	-2%	/	-3	0%
CC(C)COC(=O)n1ccc(C(=O)N2CCCCC2)n1	1%	-1%	-1%	10%	-1%	0%	-4%	-10%	10	0%
CC(C)c1ccccc1NS(=O)(=O)N(C)C	1%	2%	8%	0%	/	-3%	-6%	-2%	-3	-3%
COc1cccc(CNC(=O)C2CCN(S(=O)(=O)c3cccc4nonc34)CC2)c1	-3%	4%	-47%[inhibitor]	8%	-4%	?	-2%	?	23	8%
COc1ccc(Oc2coc3cc(OC(=O)c4cccs4)ccc3c2=O)cc1	4%	7%	-15%	206%[activator]	4%	-29%	-1%	0%	-4	7%
CCOc1ccc(S(=O)(=O)N2CCCC(C(=O)NCc3ccccn3)C2)cc1C (stereo not drawn)	0%	6%	-9%	8%	-26%	-21%	-2%	0%	0	-4%
CCOC(=O)c1c(C)nn(-c2ccc(NC(=O)CSCC(=O)O)cc2)c1C	4%	3%	-19%	-4%	4%	/	1%	/	-2	-2%
CCCN1CCN(CCCNC(=O)c2cc3c(=O)[nH]c4ccc(C)cc4c3s2)CC1	13%	57%[activator]	-62%[inhibitor]	?	-4%	/	-5%	?	-5	-5%
O=C(CC(c1ccccc1)c1ccccc1)Nc1ccc(O)cc1	-3%	-3%	-10%	-9%	/	-1%	0%	4%	-4	-8%
CCCC(c1nnnn1C1CCCCC1)N1CCN(c2ncccn2)CC1 (stereo not drawn)	-2%	0%	-5%	-1%	-3%	-14%	-10%	1%	8	3%
CN1CCN(C(=O)/C(=C/c2cccc([N+](=O)[O-])c2)NC(=O)c2ccccc2)CC1	-5%	-2%	?	2%	2%	?	1%	?	4	2%
CC(=O)c1ccc(N2CCCCC2)c(F)c1	16%	0%	-3%	-7%	3%	9%	-2%	10%	12	3%
CN(c1cccc(NC(=O)Nc2ccc(Cl)cc2)c1)S(C)(=O)=O	0%	-6%	3%	0%	/	?	-2%	-14%	-32	-4%
CS(=O)(=O)c1ccc(Cl)c(NC(=O)COC(=O)CNC(=O)c2cccs2)c1	-3%	-1%	22%	/	1%	/	-3%	/	-7	4%
Cc1ccc(C(C)C)cc1S(=O)(=O)Nc1cccnc1	4%	3%	18%	-6%	-4%	-23%	-1%	-7%	-30	-5%
O=C(Nc1ccccc1N1CCOCC1)c1ccc(Cl)c(S(=O)(=O)NCc2ccco2)c1	-3%	2%	-10%	-11%	1%	-8%	-1%	-2%	-17	-1%

Just TSHR antag and S-ASM inh, for 2 of the compounds above:
molecule	TSHR antag	S-ASM inh
COc1cccc(CNC(=O)C2CCN(S(=O)(=O)c3cccc4nonc34)CC2)c1	23	4%
COc1ccc(Oc2coc3cc(OC(=O)c4cccs4)ccc3c2=O)cc1	-4	7%

More entries.
SMILES	Mito fusion yeast	S-ASM inh	a7 integrin act	CXXC DNA block	TCR activator	Menin MLL FP TR	TSG101-PTAP inh	MBNL1 CUG block	TSHR antag	A-T KAP1 phos
COc1ccc(-c2oc3ccccc3c2C(=O)Oc2ccccc2)cc1	11%	187%[activator]	8%	-2%	9%	15%	-2%	7%	9	20%
CCOC(=O)CNC(=O)C1CCCc2c1[nH]c1ccc(Cl)cc21 (stereo not drawn)	?	-2%	-8%	0%	-2%	?	1%	-1%	15	12%[11.5 µM]
O=C(OCC(=O)C12CC3CC(CC(C3)C1)C2)c1cnccn1	-3%	-2%	14%	8%	3%	/	-3%	5%	8	9%
CC(C)Oc1ccc(C(=O)Nc2cccc(S(=O)(=O)N3CCCC3)c2)cc1	/	-9%	-54%[inhibitor]	/	5%	/	-2%	/	-12	-5%
Cc1n[nH]c(=O)c2c(NC(=O)COC(=O)c3cc(F)cc(F)c3)oc(C)c12	2%	6%	-5%	/	-6%	/	0%	/	5	-5%
Cc1ccc(C)c(NC(=O)CN(C)S(=O)(=O)c2ccc(F)cc2)c1	-1%	-2%	15%	-7%	-3%	11%	1%	-6%	7	5%
Cc1cccc(CNC(=O)c2ccc(NC(=O)C3=CSCCO3)cc2)c1	?	1%	-6%	-2%	-3%	38%[activator]	-6%	4%	-25	2%
COc1nc(N(C#N)CC(N)=O)nc(N2CCCC2)n1	-1%	1%	-23%	-1%	0%	-8%	-7%	1%	-2	3%
CCC(c1n[nH]c(=S)n1-c1ccccc1)N(C)C (stereo not drawn)	-12%	8%	-1%	9%	-2%[46.1 µM]	5%	1%	-5%	-12	-1%
OC(CCN1CCOCC1)c1ccccc1 (stereo not drawn)	0%	6%	-4%	3%	3%	11%	-1%	-1%	-5	-7%
Cc1cccc(NC(=O)c2ccc3c(c2)CCN3S(C)(=O)=O)c1	-3%	-3%	5%	-5%	2%	17%	-1%	2%	-10	5%
O=C1CSCC(=O)N1Cc1ccc(Cl)c(Cl)c1	-1%	2%	5%	?	-4%	23%	3%	6%	-3	17%
CCOC(=O)C1(C)NC(c2cccs2)C2C(=O)N(c3ccc(C)cc3)C(=O)C21 (stereo not drawn)	2%	6%	-9%	6%	-1%	-11%	0%	/	2	2%
CC1CN(C(=O)CSc2nnc(C3CCCCC3)n2N)CC(C)O1 (stereo not drawn)	/	3%	3%	/	/	/	-3%	/	14	6%
Cc1ccccc1CNc1nnnn1C	1%	6%	33%	13%	8%	-14%	-6%	-10%	-6	-2%
CN1CCN(CC(O)COC(c2ccc(Cl)cc2)c2ccc(Cl)cc2)CC1 (stereo not drawn)	-49%[inhibitor]	-5%	0%	-13%	-2%	?	-8%	-1%	1	-19%
O=C(c1cccc(Oc2ccc([N+](=O)[O-])cc2)c1)N1CCOCC1	0%	2%	19%	22%	3%	/	-5%	?	2	6%
CC(Oc1ccc(Cl)cc1)c1ccnn1S(=O)(=O)c1ccccc1 (stereo not drawn)	3%	-2%	-7%	-4%	-16%	-24%	-3%	1%	0	9%
Cc1cc(C)n(CCc2nc(-c3ccc(C(C)(C)C)cc3)cs2)n1	13%	-2%	-29%	-1%	5%[46.1 µM]	-20%	-2%	8%	-31	5%
Clc1ccc(OCc2nnc(-c3ccccc3Br)o2)cc1	7%	-6%	12%[7.66 µM]	8%	4%	-2%	-3%	4%	-33	11%
COc1ccccc1C(OC(=O)c1ccco1)C(=O)NCc1ccc(F)cc1 (stereo not drawn)	5%	0%	?	-2%	-7%	-5%	-1%	-5%	4	2%
CC(C)(O)[C@@H]1CC[C@@](C)(C2CC[C@]3(C)C2[C@H](O)CC2[C@@]4(C)CC[C@H](O)C(C)(C)C4[C@@H](O[C@H]4O[C@@H](CO)[C@H](O)[C@@H](O)[C@@H]4O[C@@H]4O[C@H](CO)[C@@H](O)[C@H](O)[C@H]4O)C[C@]23C)O1 (stereo in doubt)	/	3%	-22%	/	0%	/	0%	/	-9	-4%
Cc1cc(Cl)ccc1OC(C)C(=O)Nc1ccc([N+](=O)[O-])cn1 (stereo not drawn)	16%	-5%	22%	0%	-6%[46.1 µM]	-11%	-4%	?	-26	-1%
O=C(N/N=C/c1ccc[nH]1)c1cc(-c2ccc(Cl)cc2)nc2ccccc12	13%	-19%	-43%	?	0%	2%	1%	6%	-8	-3%
Cc1ccc(C)c(CN2C(=O)c3ccccc3S(=O)c3ccc(C(=O)NCCCN4CCCC4)cc32)c1 (stereo not drawn)	2%	-1%	-21%	18%	-3%	-10%	-4%	-2%	-8	-7%
CC(=O)NC(Cc1ccccc1F)C(=O)NC1CCN(S(=O)(=O)c2ccccc2)CC1 (stereo not drawn)	-1%	3%	-51%[inhibitor]	38%[activator]	5%	5%	-3%	5%	-10	16%
